# hcDAF12 agonist: activates DAF-12 receptor from parasite H. contortus. HEK293 hcDAF-12 lit1-tk-luc reporter, luminescence; 0% DMSO, 100% Δ7-dafachronic acid. activation, % at 6.8 µM. 370,000 compounds, 1.4% hits. AID 652067;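 active means activation above the mean of all tested compounds plus 3 SD, cut at about 5.5% in these data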;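 further: 100% = response to 3 µM Δ7-dafachronic acid high control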
# NPR1 activator: GC-A (human) enzyme activation; P16066; HEK293 GC-A cells, cGMP TR-FRET, EC30 ANP; 0% at EC30 ANP, 100% saturating ANP; activation, % at 10 µM; 370,000 compounds, 0.14% hits; in the data active means activation above about 40%
# ADAM10 inh: ADAM10 inhibition, QFRET primary screen. O14672. recombinant ADAM10, EDANS/DABCYL FRET peptide cleavage, 3 h. inhibition, % at 7 µM. 370,000 compounds, 0.62% hits;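 active means inhibition above a per-campaign cutoff equal to the mean of compounds falling between control-based bounds plus 3 SD, cut at about 20% in these data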;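 further: 0% = DMSO wells while the 100% control is not disclosed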
# Target sequence (O14672 214-748 limits assumed): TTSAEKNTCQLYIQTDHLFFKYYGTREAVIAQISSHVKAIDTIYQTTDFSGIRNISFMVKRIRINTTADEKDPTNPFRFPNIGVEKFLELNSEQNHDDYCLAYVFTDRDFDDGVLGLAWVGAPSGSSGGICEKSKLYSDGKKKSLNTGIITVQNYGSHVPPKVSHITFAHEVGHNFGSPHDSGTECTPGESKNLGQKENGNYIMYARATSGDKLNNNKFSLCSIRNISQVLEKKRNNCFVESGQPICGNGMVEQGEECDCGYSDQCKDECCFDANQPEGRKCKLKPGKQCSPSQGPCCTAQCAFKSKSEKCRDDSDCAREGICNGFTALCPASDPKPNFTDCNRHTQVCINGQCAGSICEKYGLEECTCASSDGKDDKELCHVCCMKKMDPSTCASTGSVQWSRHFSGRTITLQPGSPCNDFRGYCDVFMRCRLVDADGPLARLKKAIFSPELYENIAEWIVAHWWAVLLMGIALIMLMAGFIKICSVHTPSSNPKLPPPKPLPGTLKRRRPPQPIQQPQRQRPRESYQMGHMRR
# PG9 Ab binder: binds the HIV-1 gp120 antibody PG9. TR-FRET gp120-PG9 antibody binding. inhibition, % at 6.7 µM. 360,000 compounds, 0.43% hits; in the data active means inhibition above about 8.5%
# DAX1 inh-1: NR0B1 (DAX1) inhibition. 340,000 compounds, 0.99% hits. HEK293 Gal4-DAX1 luciferase reporter, luminescence. inhibition, % at 6.75 µM. AID 504766;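 active means inhibition above the mean over all tested compounds plus 3 SD, cut at about 4.2% in these data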;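 further: 0% = DAX1-transfected cells with DMSO and 100% = empty-vector control cells with DMSO; inhibition shows as a rise in luminescence from relieved DAX1 repression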
# Target sequence (P51843 207-470 limits assumed): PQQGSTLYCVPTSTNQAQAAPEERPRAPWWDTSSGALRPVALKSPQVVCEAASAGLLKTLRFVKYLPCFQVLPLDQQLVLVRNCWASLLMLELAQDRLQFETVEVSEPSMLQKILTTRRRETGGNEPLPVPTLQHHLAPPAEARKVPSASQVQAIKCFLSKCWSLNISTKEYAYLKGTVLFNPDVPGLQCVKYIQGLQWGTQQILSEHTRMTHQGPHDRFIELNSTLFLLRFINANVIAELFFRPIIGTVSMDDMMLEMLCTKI
# SMARCA2 act: increases SMARCA2 function in MMTV reporter cells. MG213 cells, MMTV-luciferase reporter, dexamethasone, overnight. 370,000 compounds, 1% hits. activation, % at 9.1 µM. AID 652017; in the data active means activation above about 7.8%;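 further: 0% = vehicle wells and 100% = reference activator wells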
# ADAM17 inh: inhibitors of human ADAM17 | P78536 | recombinant ADAM17, EDANS/DABCYL FRET peptide cleavage | inhibition, % at 6.95 µM | 370,000 compounds, 0.83% hits | AID 720648;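 active means inhibition above the mean of compounds lying between control limits plus 3 SD, set per campaign, cut at about 8.5% in these data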;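 further: 0% = DMSO-only wells as the low control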
# hgDAF12 agonist: activates the H. glycines DAF-12 receptor ligand-binding domain | HEK293 GAL4-hgDAF12 UAS-luciferase reporter, agonist luminescence; normalized to butyrate control | activation, % at 6.8 µM | 370,000 compounds, 1.8% hits | AID 687014;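 active means activation above a cutoff set at the mean of all screened compounds plus 3 SD, cut at about 10% in these data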;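 further: 0% = DMSO wells and 100% = sodium butyrate wells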
# GAA850 FXN act: frataxin GAA850 promoter activation | 360,000 compounds, 0.56% hits | HEK293 lucGAA850 FXN promoter luciferase reporter, 24 h; percent of 10 µM SAHA response | activation, % at 6 µM | AID 540364;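 active means activation above the average of all compounds screened plus 3 SD, cutoff fixed separately per campaign, cut at about 7.5% in these data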;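 further: 0% = DMSO wells and 100% = 10 µM SAHA wells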
# DAX1 inh-2: inhibitors of DAX1 repression of SF-1 activated StAR promoter | inhibition, % at 6.8 µM | AID 652010 | HEK293T StAR-luciferase reporter, SF-1/DAX-1 repression relief | 370,000 compounds, 1.1% hits;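 active means inhibition above the mean over all tested compounds plus 3 SD, cut at about 3.6% in these data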;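 further: 0% = DAX-1 cells with DMSO and 100% = cells lacking DAX-1 with DMSO; higher inhibition means more luminescence from relief of DAX-1 repression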
# ssDAF-12 act: activators of S. stercoralis DAF-12 nuclear receptor; 370,000 compounds, 1% hits; activation, % at 6.8 µM; AID 652126; HEK293 ssDAF-12/GRIP1 lit1-tk-luc reporter, luminescence; % of 3 µM dafachronic acid response;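 active means activation above the mean over all tested compounds plus 3 SD, cut at about 0.9% in these data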;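 further: 0% = DMSO-only wells and 100% = 3 µM delta7-dafachronic acid wells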
# * marks the source's active call; other numbers are inactive results; i = inactive; . = not tested or not shown.
# Below each compound: hcDAF12 agonist	NPR1 activator	ADAM10 inh	PG9 Ab binder	DAX1 inh-1	SMARCA2 act	ADAM17 inh	hgDAF12 agonist	GAA850 FXN act	DAX1 inh-2	ssDAF-12 act
1: COc1ccc(CCNC(=O)Cn2c(=O)n(-c3ccc(F)cc3F)c(=O)c3sccc32)cc1OC
  -1.2	1	14	0.0	0.8	-4	5	-1.8	-1.8	-0.3	-1.6
2: CC(C)C(NC(=O)C1CCCCC1)C(=O)NCCc1ccccc1 (configuration not stated)
  3.3	1	1	0.1	-0.6	-1	-5	-3.4	0.8	0.9	0.4
3: O=C(COC(=O)Cc1n[nH]c(=O)c2ccccc12)NNC(=O)c1ccccc1
  0.5	1	-4	0.6	-0.2	-2	-4	0.1	0.9	1.1	-0.4
4: COc1cccc(NC(=O)CCC(=O)Nc2ccc3nc(N4CCOCC4)cc(C)c3c2)c1
  3.3	-6	i	-1.2	-0.3	3	-309	6.4	3.7	0.1	-0.6
5: Cc1c(C(=O)NCc2ccc(Cl)c(Cl)c2)sc(=O)n1Cc1cccc(F)c1
  0.1	0	9	1.3	.	0	8	0.7	0.7	-0.8	-1.1
6: O=C(NC1CCCC1)C1CCC(=O)N1C1CCCCC1 (configuration not stated)
  0.8	2	7	0.7	1.5	-1	-1	0.9	-0.2	1.9	-0.9
7: Cn1c(SCC(=O)Nc2ccccc2-c2ccccc2)nnc1-c1cnccn1
  -2.9	1	9	.	.	-6	5	1.6	.	-1.1	-1.4
8: C=CCn1c(-c2cccc(OCC)c2)n[nH]c1=S
  -0.2	0	-9	-1.3	0.9	-3	-4	0.3	-0.3	0.0	-1.6
9: COc1ccc(C(C)(O)c2nc(-c3ccc(OC)c(OC)c3)cs2)cc1 (configuration not stated)
  -0.9	3	-7	-0.9	.	2	2	-1.8	3.0	-1.3	-1.9
10: CCOc1ccc(NC(=O)COc2ccc(N3CC(C(N)=O)CC3=O)cc2)cc1 (configuration not stated)
  -0.2	0	-2	-2.4	0.4	1	0	0.4	2.0	1.4	-1.2
11: CCCCN1CC(COCc2ccccc2)Oc2ccccc2S1(=O)=O (configuration not stated)
  -0.8	-1	9	-0.2	-1.0	-1	-1	1.4	0.3	-1.1	-0.8
12: COc1ccc(-c2cc(C(F)(F)F)nc(SCCC(=O)NCc3ccccc3)n2)cc1
  -1.6	-3	-10	1.5	0.9	0	-7	-0.2	-1.4	0.2	-1.6
13: C[C@@H]1CN([C@H](C)CO)S(=O)(=O)c2ccc(Br)cc2O[C@H]1CN(C)S(C)(=O)=O
  -1.4	-6	2	-1.7	-0.2	1	0	-2.3	-1.1	-0.1	-0.9
14: CCCCn1nc(C(=O)N(CCOC)c2c(N)n(CCCC)c(=O)[nH]c2=O)c2ccccc2c1=O
  0.8	1	-27	-0.7	1.3	-3	-4	0.5	1.3	-0.2	-1.0
15: COc1ccccc1OCc1ccc(C(=O)NC(C)(C)C)o1
  -1.8	0	-10	-0.6	2.2	-1	1	-0.3	1.5	0.3	-1.0
16: O=S(=O)(NC(=S)NC1CCCCC1)c1cccs1
  -1.6	3	3	-0.5	0.3	-2	-1	3.6	2.4	0.7	-1.7
17: CC(CCc1ccccc1)NC(=O)CNC(=O)c1cccs1 (configuration not stated)
  2.8	-3	-7	-3.8	-0.4	0	-2	2.4	1.6	1.1	-0.8
18: CCc1noc(C)c1C(=O)NCCc1ccc(Cl)cc1
  -1.8	0	-2	-0.8	0.4	-1	-2	-0.8	1.6	2.6	-1.3
19: CCC(=O)Nc1ccc2c(c1)C(=O)c1ccccc1C2=O
  6.4*	11	-2	-1.3	1.5	5	2	13*	4.7	3.8*	0.8
20: CCC(=O)Nc1cccc(NC(=S)NC(=O)c2ccc(C)cc2)c1
  2.9	-1	5	-0.7	4.8*	-1	1	14*	8.2*	3.8*	-0.6
21: Cc1[nH]nc2nc(SCC(=O)NCC3CCCO3)n(-c3ccc(Br)cc3)c(=N)c12 (configuration not stated)
  -1.7	-3	-2	0.2	0.1	-1	-1	-1.0	2.4	0.0	-1.5
22: NS(=O)(=O)c1ccc(NC(=O)c2ccc(Cl)c(S(=O)(=O)NCc3ccco3)c2)cc1
  -1.0	1	-13	-0.7	0.2	-4	-2	2.5	-0.5	-2.9	-1.5
23: Cc1sc2ncn(CC(=O)N3CCC(C(N)=O)CC3)c(=O)c2c1S(=O)(=O)N1CCOCC1
  -1.2	1	-6	-1.4	0.1	-3	0	1.7	0.2	0.1	-0.8
24: CC1(C)CC(NC2C3CC4CC(C3)CC2C4)CC(C)(C)N1 (configuration not stated)
  1.1	-1	0	-0.2	-1.5	2	-1	1.0	0.6	0.3	-0.9
25: CN(Cc1ccc(Cl)cc1)C(C(=O)NC1CCCCC1)c1ccnc2ccccc12 (configuration not stated)
  0.0	-4	0	-0.6	.	-6	3	-0.4	.	-0.3	-1.6
26: COc1ccccc1Cn1nnc2c(=O)[nH]c(C3CCN(C(=O)c4ccc(C)cc4)CC3)nc21
  -0.9	2	-5	0.9	-1.3	2	-6	-3.7	-0.2	-0.6	-1.5
27: COc1ccc(N(C(=O)c2ccc(C)cc2)S(=O)(=O)c2cccs2)cc1
  -1.8	-11	14	0.4	0.5	0	5	1.8	0.1	-0.5	-1.5
28: O=S(=O)(NCc1cc(-c2ccccc2)no1)c1ccc(Cl)cc1
  -0.9	3	8	-0.4	-0.2	-1	0	-1.9	-0.1	0.4	-1.0
29: O=[N+]([O-])c1ccc2nc(/C=C/c3ccc(Cl)cc3)[nH]c2c1
  -1.4	-7	5	-1.6	-0.1	0	-1	-0.1	0.4	0.6	-1.7
30: Cc1c(C(=O)Nc2ccc(Cl)cc2)c2ccccn2c1C(=O)c1ccc([N+](=O)[O-])cc1
  0.2	-5	0	-0.5	0.9	-3	-3	0.4	1.0	-0.3	-1.0
31: C=CCn1c(-c2ccccc2OC)n[nH]c1=S
  4.0	-1	4	0.1	-0.3	-2	-1	-0.3	1.3	0.3	0.1
32: CC(C)C(NS(=O)(=O)c1cccc2nsnc12)C(=O)N1CCc2ccccc2C1 (configuration not stated)
  -2.0	3	-29	-1.3	-1.7	0	-8	-0.9	-0.3	-0.7	-1.4
33: CC1(C(=O)Nc2ccc3c(c2)OCCO3)CCN1C(=O)CC1CCCC1 (configuration not stated)
  -1.1	2	-1	-1.4	.	0	-3	0.6	-0.8	-0.7	-1.6
34: O=C(NCc1ccco1)/C(=C/C=C/c1ccccc1)NC(=O)c1ccco1
  -1.8	3	-7	-2.3	2.2	0	-2	-3.3	1.7	0.0	-1.9
35: CCCn1c(=O)c(C(=O)NCc2ccncc2)c(O)c2ccccc21
  -2.1	2	-9	2.9	0.3	-5	-6	-0.5	0.6	-0.3	-1.7
36: Cc1sc2nc(SCC(=O)Nc3ccc(Cl)c(C(=O)O)c3)[nH]c(=O)c2c1C
  5.3	-1	-3	-1.8	0.8	8.8*	-1	17*	4.1	6.0*	0.7
37: COc1cc2c(cc1OC)C(C)N(C(=O)c1cc3c(s1)-c1c(C)cccc1OC3)CC2 (configuration not stated)
  -0.1	5	i	-1.2	1.4	-2	-217	1.9	-0.3	-2.1	-0.5
38: COc1ccc(CCNC(=O)C2(C)CCC(=O)N2Cc2ccc3c(c2)OCO3)cc1OC (configuration not stated)
  -2.7	-1	-2	-0.1	-0.4	-1	-2	-2.7	0.4	1.2	-1.5
39: N#CC1=C(N)Nc2ncnn2C1c1ccc(F)cc1 (configuration not stated)
  0.6	2	3	-0.5	2.8	-1	1	3.8	0.5	-0.6	-0.5
40: c1ccc(OCCOc2ncnc3sccc23)cc1
  2.6	-2	1	-0.3	1.7	4	-3	6.7	5.3	2.0	-0.1
41: CCc1c(C(=O)Nc2ccccc2C(N)=O)csc1C
  2.0	-4	3	-2.7	0.9	2	1	3.8	1.2	1.9	-0.7
42: CC(CC(=O)Nc1nnc(C(C)(C)C)s1)c1ccccc1 (configuration not stated)
  -2.2	3	-8	-0.5	-1.4	-2	-2	0.6	1.2	-0.8	-1.3
43: O=C(O)c1cc(NN=Nc2cccc(S(=O)(=O)O)c2)cc([N+](=O)[O-])c1
  -1.3	-3	5	0.8	0.9	-1	3	0.6	-0.3	-0.1	-0.8
44: CCCCOC(=O)CSc1nc(N)c(C#N)c(-c2ccc(OCC)cc2)c1C#N
  0.1	-20	3	0.2	-0.3	0	-5	-1.5	0.6	0.3	-0.8
45: COc1cc([N+](=O)[O-])ccc1NC(=O)C1C2C=CC(C2)C1C(=O)O (configuration not stated)
  -2.5	6	6	-0.6	0.8	1	0	-0.6	1.6	-0.2	-1.4
46: O=C(O)c1cccc(S(=O)(=O)NCC2COc3ccccc3O2)c1 (configuration not stated)
  -1.0	3	-13	1.9	4.0	1	4	0.4	-0.4	1.3	-0.2
47: Cc1ccc(NCc2nc3ccccc3n2C)c(C)c1
  12*	-3	-1	0.1	-0.6	2	1	12*	0.8	3.7*	0.8
48: CCOc1ccccc1N1Cc2ccccc2C1
  0.4	1	2	0.1	-0.3	-1	2	2.1	0.3	-0.2	-0.6
49: Cc1ccc(S(=O)(=O)N(C)c2ccc3sc(C)nc3c2)cc1
  -1.1	-2	-4	0.6	0.4	-1	0	-0.6	-4.0	-0.8	-2.1
50: Cc1ccc(CN2CCN(Cc3cnc(N4CCOCC4)s3)CC2CCO)o1 (configuration not stated)
  0.0	4	-7	-1.6	-1.1	0	1	1.2	2.1	-0.3	-0.7
51: CCOC(=O)N1CCN(C2=C(NS(=O)(=O)c3ccc(NC(C)=O)cc3)C(=O)c3ccccc3C2=O)CC1
  -1.1	-2	-4	-8.2	-0.4	2	-2	-3.9	3.2	-1.1	-1.1
52: O=C(Cn1nc(C(=O)O)c2ccccc2c1=O)Nc1cc(Cl)cc(Cl)c1
  -1.2	1	5	1.5	-0.6	-1	-2	0.6	1.4	0.1	-0.7
53: COc1cccc(C(=O)NCC(=O)N/N=C/c2ccc3c(c2)OCO3)c1
  -1.1	1	-2	-2.7	-1.4	8.0*	-1	0.8	1.4	0.4	-0.2
54: C#CCN(C[C@H]1[C@H](OC(=O)Nc2cccs2)[C@H](OC(=O)Nc2cccs2)CN(C(=O)OC(C)C)N1C(=O)OC(C)C)S(=O)(=O)c1ccc(C)cc1
  -0.9	-4	10	-2.3	.	-5	12*	-0.6	.	-2.2	-1.5
55: Cc1cn([C@H]2C[C@H](O)[C@@H](/C=C/C(=O)NCCc3cccs3)O2)c(=O)[nH]c1=O
  0.2	3	-28	-1.2	.	-1	-1	-0.3	.	-0.1	-0.3
56: O=[N+]([O-])c1cccc(S(=O)(=O)N2CCN(c3ccccn3)CC2)c1
  -0.9	1	1	-1.6	-0.5	-4	-1	0.8	1.0	-0.3	-1.6
57: COc1ccc(-c2csc3nc(-c4ccc(C)cc4)oc(=O)c23)cc1OC
  -1.1	10	1	0.5	-1.4	-1	1	-0.1	1.0	0.2	-1.6
